# Bioassay records from PubChem BioAssay.
# Siah-1 displacement: Siah-1 peptide-binding antagonists, primary screen, biochemical, fluorescence polarization, rhodamine-plectin, uHTS (AID 1817); Siah-1 / rhodamine-plectin peptide fluorescence polarization; higher % means a stronger effect; one-dose displacement, % at 20 µM; IC50 in µM for titrated hits; 290,000 compounds, 0.02% hits;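 active = displacement of at least 50% at 20 µM, with a fluorescence ratio check between 0.3 and a set limit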;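 note: plate controls were Siah plus tracer with DMSO for no effect and tracer alone without Siah for full effect; strong numbers were not always called active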
# LYP inhibition: inhibitors of LYP phosphatase, biochemical, fluorescence intensity, uHTS (AID 1779); Tyrosine-protein phosphatase non-receptor type 22 (Homo sapiens); recombinant LYP phosphatase, fluorescence intensity; higher % means a stronger effect; one-dose inhibition, % at 11.5 µM; IC50 in µM for titrated hits; 290,000 compounds, 0.054% hits;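 note: plate controls were vehicle with enzyme for no effect and no enzyme for full effect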
# NOD1 inhibition: NOD1 signaling inhibitors, primary screen, cell-based, luminescence, uHTS (AID 1578) | 290,000 compounds, 1% hits | inhibition, % at 4 µM; hits with a dose series show EC50 in µM | NOD1-driven NF-kB luciferase reporter cells, luminescence; higher % means a stronger effect; in the data active = inhibition mostly above about 36%, no sharp cut-off; inactive = mostly below about 34%;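 note: HEK-293T reporter cells stimulated with the NOD1 agonist gamma-tri-DAP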
# KOR beta-arrestin-1: KOR agonists, beta-arrestin recruitment, primary screen, cell-based, luminescence, uHTS (AID 1777); KOR beta-arrestin recruitment, luminescence; higher % means a stronger effect; activation, % at 10 µM; hits with a dose series show EC50 in µM; 280,000 compounds, 0.02% hits; Kappa-type opioid receptor (Homo sapiens); in the data active = activation above about 50%, passing the limit was not always enough; note: a part of the inactive calls stands beside numbers as strong as those of hits
# PhoP inhibition: inhibitors of PhoP regulon expression, primary screen, Salmonella Typhimurium, GFP reporter (AID 1863); 300,000 compounds, 0.16% hits; one-dose inhibition, % at 50 µM; IC50 in µM for titrated hits; S. Typhimurium PhoP-regulated promoter GFP reporter, 4 h; higher % means a stronger effect;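 active = inhibition over 29.93%, a cutoff 3 SD above the screen mean, later confirmed by dose response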;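 note: 0% = low Mg2+ inducing control and 100% = high Mg2+ repressing control; strong numbers were not always called active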
# NOD2 inhibition: NOD2 signaling inhibitors, cell-based, luminescence, uHTS, HEK293 (AID 1566) | HEK293 NOD2/NF-kB luciferase reporter, luminescence; higher % means a stronger effect | inhibition, % at 4 µM; hits with a dose series show EC50 in µM | 290,000 compounds, 0.63% hits; note: many of its hits are not listed in these tables
# KOR beta-arrestin-2: KOR antagonists, beta-arrestin recruitment, cell-based, luminescence, uHTS (AID 1778); 290,000 compounds, 0.091% hits; Kappa-type opioid receptor (Homo sapiens); one-dose inhibition, % at 10 µM; IC50 in µM for titrated hits; KOR beta-arrestin recruitment, luminescence, antagonist mode; higher % means a stronger effect; note: strong numbers were not always called active
# HIV fusion peptide: inhibitors of HIV fusion peptide binding, primary screen, biochemical, uHTS, fluorescence dequenching (AID 1986); cell-free peptide binding, fluorescence dequenching, 30 min; higher % means a stronger effect; inhibition, % at 20 µM; hits with a dose series show IC50 in µM; 290,000 compounds, 0.3% hits; in the data active = inhibition mostly above about 52%, no sharp cut-off; inactive = mostly below about 76%; note: some results filed as inactive read as strong as hits
# Myeloid diff 2: induction of myeloid progenitor differentiation, primary screen, cell-based, flow cytometry, MLPCN library | ER-HoxA9 myeloid progenitors, lysozyme-GFP differentiation | calls only at 10 µM | 360,000 compounds, 1% hits | AID 624256, 2012;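 active = normalized GFP-positive differentiation at or above the plate's own cutoff, the solvent-only control mean plus 3 SD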;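 note: cells exposed to compound for four days before flow analysis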
# Myeloid diff 2 GFP+ MAC1+ %: further read-out of Myeloid diff 2, marked with its call; GFP+ MAC1+ double positive, %; measured here: differentiation confirmed by MAC1 staining
# An asterisk follows results filed as active; i = inactive; . = no result given; [ ] = dose if it differs, or a comment. Cut-off read from the data, not from the text of the source, unless noted: active = inhibition above about 50%; inactive = the rest. This is a subset, so the mix of outcomes need not match the whole.
SMILES,Siah-1 displacement,LYP inhibition,NOD1 inhibition,KOR beta-arrestin-1,PhoP inhibition,NOD2 inhibition,KOR beta-arrestin-2,HIV fusion peptide,Myeloid diff 2,Myeloid diff 2 GFP+ MAC1+ %
CCCCn1c(=O)c(C(=O)Nc2ccccc2S(N)(=O)=O)c(O)c2ccccc21,3%,-6%,17%,0.1%,-1%,31%,4%,0.9%,i,15
CSc1ncc(/C=C2/C(=O)NC(=O)N(C3CCCCC3)C2=O)cn1,4%,-4%,15%,-1.2%,-20%,13%,5%,0.1%,i,1.0
C1=C(CCNCc2ccccc2)CCCC1,-2%,-8%,4%,-4.1%,9µM*,-13%,9%,-0.4%,i,0.5
CNCCc1ccccc1,1%,-9%,2%,3.5%,1%,-6%,-1%,0.9%,.,.
CC(=O)Cc1ccc(OC(C)C)cc1,14%,-6%,-4%,1.6%,-9%,4%,-3%,-0.5%,i,0.3
Cc1cc(=O)oc2c(C)c(OCC(=O)N3CCC(C(=O)O)(c4ccccc4)CC3)ccc12,0%,-2%,-32%,-3.2%,.,3%,3%[20 µM],4.9%,i,3.7
CCOP(=S)(NN(Cc1ccccc1)C(=O)c1ccccc1)OCC,2%,-1%,-3%,3.8%,0%,12%,.,0.9%,i,0.3
O=C1CN(O)C(c2ccccc2Cl)=c2cc(Br)ccc2=N1,2%,-4%,-7%,-4.3%,5%,-1%,-15%,-1.5%,i,0.4

# Reformatted tab-delimited: 8 of the compounds above.
SMILES	Siah-1 displacement	LYP inhibition	NOD1 inhibition	KOR beta-arrestin-1	PhoP inhibition	NOD2 inhibition	KOR beta-arrestin-2	HIV fusion peptide	Myeloid diff 2	Myeloid diff 2 GFP+ MAC1+ %
CCCCn1c(=O)c(C(=O)Nc2ccccc2S(N)(=O)=O)c(O)c2ccccc21	3%	-6%	17%	0.1%	-1%	31%	4%	0.9%	i	15
CSc1ncc(/C=C2/C(=O)NC(=O)N(C3CCCCC3)C2=O)cn1	4%	-4%	15%	-1.2%	-20%	13%	5%	0.1%	i	1.0
C1=C(CCNCc2ccccc2)CCCC1	-2%	-8%	4%	-4.1%	9µM*	-13%	9%	-0.4%	i	0.5
CNCCc1ccccc1	1%	-9%	2%	3.5%	1%	-6%	-1%	0.9%	.	.
CC(=O)Cc1ccc(OC(C)C)cc1	14%	-6%	-4%	1.6%	-9%	4%	-3%	-0.5%	i	0.3
Cc1cc(=O)oc2c(C)c(OCC(=O)N3CCC(C(=O)O)(c4ccccc4)CC3)ccc12	0%	-2%	-32%	-3.2%	.	3%	3%[20 µM]	4.9%	i	3.7
CCOP(=S)(NN(Cc1ccccc1)C(=O)c1ccccc1)OCC	2%	-1%	-3%	3.8%	0%	12%	.	0.9%	i	0.3
O=C1CN(O)C(c2ccccc2Cl)=c2cc(Br)ccc2=N1	2%	-4%	-7%	-4.3%	5%	-1%	-15%	-1.5%	i	0.4
